Source: PubChem (several laboratories)
CRFBP-R2 block: antagonists of CRF-BP/CRF-R2 complex, primary screen, cell-based, HEK293, calcium dye fluorescence, uHTS | AID 588475, 2011 | inhibition, % at 11.8 µM | hit rate 0.59% among 350,000 | CRF-induced calcium fluorescence;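 active = inhibition of the ligand-induced calcium signal above about 50% at the single tested concentration, limit read from the data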
TAAR1 antagonist: human TAAR1 antagonists, primary screen, Fluo-8 calcium fluorescence, CHO RD-HGA16 cells; Trace amine-associated receptor 1 (Homo sapiens), Q96RJ0; antagonist; inhibition, % at 3 µM; hit rate 1.5% among 360,000; AID 624466, 2012;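 active = inhibition above a per-plate cutoff, the mean inhibition of test compounds on that plate plus 3 SD, cut at about 49% in these data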;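 note: 0% = DMSO plus EC80 beta-PEA response and 100% = DMSO alone without agonist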
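Test system: RD-HGA16 CHO cells with stable hTAAR1 and Gα16 / Probe or stimulus: EC80 β-phenethylamine stimulus / Times: seeding 17-24 h prior, 75-min 37 °C, 30-min RT dye loading / Detection: Fluo-8 calcium-sensitive fluorescence / Read-out basis: % inhibition scaled between DMSO and EC80 PEA controls / Repeats: singlicate, one well per test compound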
M5 antag: human M5 muscarinic receptor antagonists, primary screen, CHO cells, Fluo-8 calcium fluorescence. Muscarinic acetylcholine receptor M5 (Homo sapiens), P08912. CHO-hM5 cells, ACh EC80. inhibition, % at 3 µM. hit rate 0.59% among 360,000. AID 624040, 2012;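 active = inhibition above a per-plate cutoff, the mean of that plate's test compounds plus 3 SD, cut at about 27% in these data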;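 note: 0% = acetylcholine EC80 with DMSO and 100% = DMSO without agonist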
Target sequence (P08912 whole entry, looked up): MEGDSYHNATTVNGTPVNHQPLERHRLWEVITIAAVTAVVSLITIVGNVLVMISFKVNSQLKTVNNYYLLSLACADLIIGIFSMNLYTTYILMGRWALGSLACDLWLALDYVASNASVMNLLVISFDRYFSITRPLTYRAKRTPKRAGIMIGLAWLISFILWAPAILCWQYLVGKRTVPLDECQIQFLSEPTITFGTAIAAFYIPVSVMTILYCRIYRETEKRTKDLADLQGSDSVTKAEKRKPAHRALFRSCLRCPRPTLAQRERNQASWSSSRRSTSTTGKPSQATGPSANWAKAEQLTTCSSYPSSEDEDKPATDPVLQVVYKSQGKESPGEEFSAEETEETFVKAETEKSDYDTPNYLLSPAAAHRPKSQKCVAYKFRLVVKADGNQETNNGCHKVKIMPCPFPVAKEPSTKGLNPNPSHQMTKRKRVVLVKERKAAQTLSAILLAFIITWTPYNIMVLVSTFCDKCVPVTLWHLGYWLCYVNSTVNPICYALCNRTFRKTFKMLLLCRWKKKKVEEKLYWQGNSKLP
M4 PAM: human M4 muscarinic receptor positive allosteric modulators, primary screen, CHO-K1 cells, Fluo-8 calcium fluorescence. Muscarinic acetylcholine receptor M4 (Homo sapiens), P08173. CHO-K1 hM4/Gqi5, ACh EC20; 0% = ACh EC20, 100% = maximal ACh. activation, % at 3 µM. hit rate 0.4% among 360,000. AID 624126, 2012;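 active = activation above its plate's cutoff, the mean activation of sample wells plus 3 SD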; note: some results filed as inactive read as strong as hits
Target sequence (P08173 whole entry, looked up): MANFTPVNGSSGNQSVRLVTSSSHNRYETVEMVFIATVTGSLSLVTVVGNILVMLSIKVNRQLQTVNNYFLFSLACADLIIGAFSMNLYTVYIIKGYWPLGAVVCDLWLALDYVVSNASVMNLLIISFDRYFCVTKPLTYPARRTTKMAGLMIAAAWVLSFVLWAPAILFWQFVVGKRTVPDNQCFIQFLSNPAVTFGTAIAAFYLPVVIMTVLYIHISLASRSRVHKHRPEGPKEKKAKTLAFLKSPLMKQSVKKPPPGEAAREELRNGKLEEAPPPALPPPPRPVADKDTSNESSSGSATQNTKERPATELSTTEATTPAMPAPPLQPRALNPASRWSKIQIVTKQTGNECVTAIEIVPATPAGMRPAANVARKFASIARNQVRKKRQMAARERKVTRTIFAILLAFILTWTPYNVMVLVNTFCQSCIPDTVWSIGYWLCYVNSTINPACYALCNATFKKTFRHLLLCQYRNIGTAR
M5 ag: human M5 muscarinic receptor agonists, primary screen, CHO-K1 cells, Fluo-8 calcium fluorescence; CHO-K1 hM5 cells; 0% DMSO wells, 100% maximal acetylcholine response; activation, % at 3 µM; hit rate 0.19% among 360,000; AID 624037, 2012;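 active = activation above the run's mean over test compounds plus 3 SD, cut at about 23% in these data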;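 note: signal is peak over basal fluorescence ratio across the kinetic read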
CHO-K1 Ca PAM: nonselective calcium activators in parental CHO-K1 cells, primary screen, counter-screen for M1 PAM project, cell-based, Fluo-8 calcium fluorescence, full deck, 1536-well; ATP EC20; 0% at ATP EC20, 100% at ATP max; activation, % at 3 µM; hit rate 0.02% among 360,000;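 active = activation above the run cutoff, the mean activation of all test compounds plus 3 SD, cut at about 40% in these data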;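 note: peak over basal fluorescence ratio in a 140 s read after ATP addition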
CRFR2-BP ag: agonists of CRF-BP/CRF-R2 complex, primary screen, cell-based, HEK293, calcium dye fluorescence, uHTS; CRF-binding protein / CRF receptor 2 complex (human); calcium dye fluorescence (FLIPR); percent of saturating CRF peptide response; activation, % at 13.2 µM; hit rate 0.46% among 350,000;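 active = activation of at least 50%, plus an integration ratio under a set limit after plate pattern correction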;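 note: plate controls were neutral control wells without compound for no effect and CRF at EC100 for full effect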
M5 PAM: human M5 muscarinic receptor positive allosteric modulators, primary screen, CHO-K1 cells, Fluo-8 calcium fluorescence; CHO-K1 hM5, ACh EC20 PAM; 0% = ACh EC20, 100% = ACh EC100; AID 624038, 2012; hit rate 0.3% among 360,000; activation, % at 3 µM;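 active = activation above the run cutoff, the mean activation of all test compounds plus 3 SD, cut at about 18% in these data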
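System: CHO-K1 cell line with stable human muscarinic M5 receptor expression | Also added: EC20 acetylcholine as agonist stimulus | Compound: One concentration, 3 µM final (nominal) | Timing: Fluo-8 loading 80 min at 37 °C plus 30 min room temperature | Measured by: Fluo-8 calcium dye fluorescence, kinetic read | Read-out basis: % activation, ACh-normalized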
TAAR1 agonist: human TAAR1 agonists, primary screen, Fluo-8 calcium fluorescence, CHO RD-HGA16 cells | Trace amine-associated receptor 1 (Homo sapiens), Q96RJ0 | vehicle wells 0%, saturating PEA agonist 100% | activation, % at 3 µM | hit rate 0.99% among 360,000;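 active = activation above the mean activation of all test compounds in the run plus 3 SD, cut at about 38% in these data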
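Signal – calcium-sensitive Fluo-8 signal, excitation 470-495, emission 515-575 nm · System – RD-HGA16 (CHO) cells co-expressing Gα16 and hTAAR1 · Incubation – 17-24 h seeding, 75 min 37 °C dye, 30 min RT · Compound dosing – 3 µM single concentration · Repeats – no replicates (n 1)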
* hit, by the source's call; x = no result given.

Results follow in this order: M5 PAM, M5 ag, CRFR2-BP ag, TAAR1 antagonist, CRFBP-R2 block, M5 antag, TAAR1 agonist, M4 PAM, CHO-K1 Ca PAM
Cn1ccnc1-c1nc2ccccc2[nH]c1=O
    2, 1, 0.5, -30, -6, 4, -1, -7, -15
Cc1nccn1CCCN1C(=O)CNC1=S
    -3, -7, -0.8, -12, 0, 3, 1, 0, 15
O=C1NC2(CCCCC2)C(=O)N1CCS(=O)(=O)Oc1ccccc1
    0, -3, 2.1, 20, -15, 3, -1, -3, 4
Cc1ccc(NC(=O)CN(C)C(=O)COC(=O)c2oc3ccccc3c2C)cc1
    7, -2, -1.0, 6, -6, -1, 10, 3, 10
C=CCNC(=O)Nc1ccc(F)cc1F
    11, 1, -0.1, -13, 1, 7, 8, 15, -5
Cc1nc(-c2ccc(S(=O)(=O)Nc3ccc(Br)cc3Cl)s2)cs1
    -16, 3, -2.0, -52, 18, 18, -1, -29, 0
COc1ccc(OC)c(CN2C(=O)CCC2(C)C(=O)NC2CCCCCC2)c1 (stereo not given)
    7, -2, 0.7, 9, -5, 0, -1, 0, 17
CCn1c(CNc2ccc(Cl)cc2)nnc1SCc1ccc(Cl)cc1
    -12, -6, -0.8, 19, -10, 13, 13, -7, 7
CCCC(C)C(=O)Nc1ccccc1C(=O)OCC (stereo not given)
    -2, -6, -0.5, 25, -10, -3, 23, 12, 2
O=[N+]([O-])c1cccnc1NCCc1ccccc1
    2, 1, -0.4, -2, -4, -11, 2, -2, 1

The last 2 entries of the part above open the next one.
Results follow in this order: M5 PAM, M5 ag, CRFR2-BP ag, TAAR1 antagonist, CRFBP-R2 block, M5 antag, TAAR1 agonist, M4 PAM, CHO-K1 Ca PAM
CCCC(C)C(=O)Nc1ccccc1C(=O)OCC (stereo not given)
    -2, -6, -0.5, 25, -10, -3, 23, 12, 2
O=[N+]([O-])c1cccnc1NCCc1ccccc1
    2, 1, -0.4, -2, -4, -11, 2, -2, 1
COc1cc(C)c(C(C)C)cc1S(=O)(=O)N1CCN(C)CC1
    2, -2, 0.2, 7, -10, 1, 7, 5, 2
CCOC(=O)C1CCN(C(=O)c2cn(CCOC)c(=O)c3c2c2ccccc2n3C)CC1
    -10, 2, -0.5, 6, -2, 8, 11, -3, 12
COc1ccc(-c2nc(CSCC(=O)N3CCc4ccccc4C3)c(C)o2)cc1OC
    -5, -1, -4.4, 29, 32, 2, 68*, -4, 19
CCn1nnnc1SCC(=O)N1c2ccccc2Sc2ccccc21
    -2, -9, -1.6, 6, -20, -6, 5, -12, 0
COC(=O)NC(=S)Nc1ccc(Oc2ccc(Cl)cc2)c(Cl)c1
    -5, -3, -0.6, 18, 9, 0, 14, -11, -2
O=C(O)c1ccc2oc(=O)c(S(=O)(=O)c3ccc(F)cc3)cc2c1
    2, -4, 5.9, 7, -22, 5, -1, 8, 11
CCN1/C(=C/c2ccc3ccccc3[n+]2CC)C=Cc2ccccc21
    -13, 0, -0.9, 12, 9, 29*, 3, -12, -1
O=C(CSc1n[nH]c(-c2cccs2)n1)N1CCCc2ccccc21
    -4, -3, -2.5, 12, -2, 10, 2, -3, 22
Cc1ccc(S(=O)(=O)CCC(=O)Oc2ccc(-c3nnco3)cc2)cc1
    4, -2, -0.5, 7, 2, 4, 1, 8, 6
CCN(C(=O)CN1CCN(c2cccc(C(F)(F)F)c2)CC1)c1c(N)n(Cc2ccccc2)c(=O)[nH]c1=O
    6, -3, -0.4, -21, 0, 8, 0, 0, 19
CCCCCCSc1ccc([C@@H]2[C@@H]3C(=O)N(C)C(=O)[C@@H]3[C@]3(C(=O)OC)CCCCN23)cc1
    5, -4, 2.0, -2, 0, -7, 0, 3, 13
CN(C(=O)c1nn(C)c2c1CS(=O)(=O)c1ccccc1-2)c1cccc(Cl)c1
    -2, 0, -3.5, -24, 1, -2, 5, 6, 27
CN1CCN(c2ccc([N+](=O)[O-])cc2C(=O)c2ccc(Cl)cc2)CC1
    -14, -10, 0.7, -2, -7, 13, 19, 2, 4
COc1ccc(C)cc1NC(=O)C1CCCN(S(=O)(=O)c2cccc3nonc23)C1 (stereo not given)
    -1, 0, -1.5, 7, 6, -1, -1, 1, 22
O=C(Nc1sc2c(c1C(=O)c1ccc(Cl)cc1)CCCC2)c1cccnc1
    5, 1, 0.7, -15, 2, -13, 7, 9, -1
COc1ccc(S(=O)(=O)NC2(C(F)(F)F)NC(=O)N(CCc3ccccc3)C2=O)cc1 (stereo not given)
    6, -2, -1.1, 7, 10, 0, 6, -3, 12
CCOC(=O)Cn1c(=O)oc2cc(S(=O)(=O)N3CCCC(C)C3)ccc21 (stereo not given)
    0, -7, 2.2, -3, 2, -5, 4, 4, 6
O=S(=O)(/N=C(/Nc1ccc(Cl)cc1Cl)c1ccccc1)c1cccs1
    10, 1, -1.0, 12, 14, 2, 0, 7, 18
COc1ccc(N=C2SCC(=O)N2CCc2ccc(OC)c(OC)c2)cc1
    -27, 4, -0.7, -31, 2, 23, 8, -48, -1
Cc1ccc2c(c1)c1c3n2CCN(CCC(=O)O)C3CCC1 (stereo not given)
    3, -5, -1.2, 9, 18, 6, 1, -1, 19
CCCOc1ccccc1/C=C1\SC(N)=NC1=O
    -1, 3, 0.4, -17, 7, 8, 0, 8, 23
Cc1cc(C)c2c3c(sc2n1)C(=O)N(Cc1ccccc1)CC(=O)N3
    -4, 2, 0.8, 5, -13, 1, 2, 12, 3
O=C(O)c1ccc(S(=O)(=O)NC2CCCc3ccccc32)cc1 (stereo not given)
    -6, 1, 0.7, -1, -15, 8, 7, 5, 9
CC(C)(C)c1cc[n+](-c2[nH]c(=O)sc2/C=N/N=C(\[O-])c2cccnc2)cc1
    -3, -4, 0.4, -16, -1, 13, 2, -1, 5
COC(=O)c1ccc2nc(C3CCCCC3)c(Cc3ccc(C)cc3)n2c1
    1, -2, x, -26, x, 9, -1, -7, 4
COc1ccc(Br)cc1CN(C)C(=O)C1CC(=O)N(C2CCCC2)C1 (stereo not given)
    0, -12, -2.9, -37, -24, -4, 4, 1, -7
CCCCC/C=C\C/C=C\C/C=C\CCCCC(=O)O
    -3, 1, 1.9, -11, -3, 4, 0, -1, 13
COc1ccc(C(=O)Nc2ccc(C)c(S(=O)(=O)N3CCCCCC3)c2)cc1
    -10, 1, -0.5, 22, 7, 17, 12, -13, -11
COc1ccc2nc(-c3ccccc3)[nH]c2c1
    3, 1, -1.4, 4, -26, 2, 7, 3, -1
COc1cccc(CNC(=O)COC(=O)c2c(C)nn(-c3ccccc3)c2Cl)c1
    0, -3, -2.1, -2, 7, -1, -2, 1, 13
COc1ccccc1/C(O)=C(\C#N)c1nc2ccccc2[nH]1
    -9, -4, -1.1, 15, -7, -3, 13, 3, -12
O=S(=O)(Cc1ccccc1)N1CCC(N2CCN(c3ccccc3)CC2)CC1
    -5, -3, -0.1, -23, -2, -3, 0, 5, 19
CC(=O)c1nc(N2C(=O)CC(Cc3cccc(C)c3)C2=O)sc1C (stereo not given)
    -8, -1, -0.3, -18, -40, 4, 1, 8, 7
Cc1ccc(C(=O)CN(C(=O)c2ccc(Cl)cc2)N2C(=O)c3ccccc3C2=O)cc1
    -1, -2, 2.9, 18, 11, -5, 9, -6, -9
CN(CC(=O)NC1CCN(Cc2ccccc2)CC1)S(=O)(=O)c1ccc2c(c1)c(=O)n(C)c(=O)n2C
    -15, -17, 0.6, 6, 4, 3, 6, -11, 14
CCOC(=O)C1(CCOC)CCN(C/C=C/c2ccccc2OC)CC1
    -9, -17, -0.3, -16, -16, 20, 6, -7, -1
COc1ccc(C(=O)NC(C)c2nnc(SCC(=O)Nc3nc4ccccc4s3)n2C)cc1 (stereo not given)
    -1, -4, -0.9, 2, 8, 2, -2, 7, 23
CC1CN=C(N(C(=O)Nc2ccccc2)C(C)c2ccccc2)S1 (stereo not given)
    -3, -17, -0.1, -2, 0, 5, 11, -11, 7
O=C(CSc1n[nH]c(=O)n1-c1cccnc1)Nc1ccccc1
    4, -3, -5.4, -2, 10, -2, 0, 6, 18
O=C(NNC(=O)c1ccccc1F)C1=NN(c2ccccc2)C(=O)CC1
    -2, -3, -0.4, -16, -17, 2, 4, 3, -4
N#CC1=C(SCC(=O)c2ccc(Br)cc2)NC2=C(C(=O)CCC2)C1c1ccco1 (stereo not given)
    5, -6, 0.8, 28, 6, 0, 11, 3, -5
C(=N\N1CCOCC1)/c1ccsc1
    3, -1, -2.2, 3, 1, 8, 3, 1, -9
O=C(c1ccccc1Oc1ccccc1)N1CCN(c2ccccc2)CC1
    0, -2, -6.8, -11, 43, -1, 13, 7, 23
Cc1[nH]n(-c2ccccc2)c(=O)c1C(=O)c1ccc(Cl)cc1
    13, -1, 1.5, -4, 26, -2, 4, 10, 14
CCC(=O)Nc1ccccc1C(=O)N1CCOCC1
    2, -1, 2.6, -19, -1, -9, 17, 0, -1
O/N=C/c1cc(Br)ccc1OCc1ccc(F)cc1
    -9, -7, 2.6, 34, 4, 10, 18, 1, 6
C=CCn1c(SCC(=O)Nc2ccc(N(C)C)cc2)nnc1-c1cccc(C)c1
    3, -4, 0.9, -9, -10, 10, 0, 3, 22
COc1ccccc1CNc1nc(NCc2cnc(C)cn2)c2sccc2n1
    -7, -1, x, 13, x, -1, 1, -8, 8
C/C(=N\NC(=O)c1nc(C)cc(C)n1)c1ccccc1
    -3, 0, 0.5, 8, -5, -8, 3, -4, 9
O=C(c1ccco1)N1CCCN(C(=O)c2ccco2)CC1
    -9, -5, 1.4, -2, -2, 15, 10, 1, 19

Next section.
Results follow in this order: M5 PAM, M5 ag, CRFR2-BP ag, TAAR1 antagonist, CRFBP-R2 block, M5 antag, TAAR1 agonist, M4 PAM, CHO-K1 Ca PAM
COc1ccc(C(=O)NC(=S)NCC2CCCO2)cc1 (stereo not given)
    -5, -1, -0.8, -2, 18, -4, 1, -3, 10
O=C(COC(=O)c1cc(NS(=O)(=O)c2cccs2)ccc1O)Nc1ccccc1
    -1, 3, 1.2, 13, -20, 4, 10, 0, 16
Cc1nnc(N2C(=O)C(=O)/C(=C(\O)c3ccc4c(c3)CC(C)O4)C2c2ccccc2)s1 (stereo not given)
    3, -3, -1.0, -27, 7, 6, 1, 9, 18
Cc1cccc(C(=O)NCC(=O)NC(C)c2ccc(-n3ccnc3)cc2)c1 (stereo not given)
    1, 1, -0.7, 1, 1, 0, 1, 0, 14
